Screens deposited in PubChem by several laboratories.
Mtb FBA inh – inhibitors of M. tuberculosis fructose-bisphosphate aldolase; P9WQA3; purified M. tuberculosis FBA, fluorescence read-out; inhibition, % at 1 µM; 360,000 tested, 2.3% active; AID 588726; in the data active means inhibition above about 27%;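 further: 0% = vehicle and 100% = reference inhibitor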
Target sequence (P9WQA3 whole entry, looked up): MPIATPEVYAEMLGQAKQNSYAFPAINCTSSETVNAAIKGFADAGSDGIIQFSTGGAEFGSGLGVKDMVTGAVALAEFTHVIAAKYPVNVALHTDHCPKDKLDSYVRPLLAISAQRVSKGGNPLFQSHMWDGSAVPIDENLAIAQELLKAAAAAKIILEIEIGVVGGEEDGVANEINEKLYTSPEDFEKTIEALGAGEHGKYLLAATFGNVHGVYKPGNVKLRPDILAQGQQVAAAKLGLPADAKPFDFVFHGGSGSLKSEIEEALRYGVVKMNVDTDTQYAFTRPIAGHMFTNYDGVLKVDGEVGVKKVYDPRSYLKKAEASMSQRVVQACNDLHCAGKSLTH
Mtb UGM inh – Mtb UDP-galactopyranose mutase inhibition; 320,000 tested, 0.06% active; inhibition, % at 10 µM; purified UGM, fluorescence polarization probe displacement; P9WIQ1; in the data active means inhibition above about 10%, passing the limit was not always enough; inconclusive means no clear call, values can overlap the other calls
Target sequence (P9WIQ1 whole entry, looked up): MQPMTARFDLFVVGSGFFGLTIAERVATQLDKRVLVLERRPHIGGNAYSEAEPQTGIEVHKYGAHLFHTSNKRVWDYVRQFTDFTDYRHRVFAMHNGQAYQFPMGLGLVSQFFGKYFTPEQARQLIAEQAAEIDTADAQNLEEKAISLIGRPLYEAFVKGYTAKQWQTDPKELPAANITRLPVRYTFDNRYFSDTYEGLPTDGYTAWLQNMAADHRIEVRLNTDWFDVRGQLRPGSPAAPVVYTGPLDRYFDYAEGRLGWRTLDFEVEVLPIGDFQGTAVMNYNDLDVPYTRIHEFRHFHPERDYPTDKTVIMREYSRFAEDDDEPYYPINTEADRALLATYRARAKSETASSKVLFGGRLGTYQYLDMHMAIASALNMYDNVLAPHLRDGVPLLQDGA
MazF activator – increases E. coli MazEF RNase cleavage of RNA; FAM/BHQ RNA-DNA oligo cleavage fluorescence, 5 h; P0AE70; AID 504720; activation, % at 20 µM; 350,000 tested, 0.32% active; in the data active means activation above about 50%
Target sequence (P0AE70 whole entry, looked up): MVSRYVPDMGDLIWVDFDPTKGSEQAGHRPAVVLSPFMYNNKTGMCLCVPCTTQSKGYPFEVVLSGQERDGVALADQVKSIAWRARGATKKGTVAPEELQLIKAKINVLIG
VHR inh abs – inhibitors of human VHR1 phosphatase (DUSP3). recombinant VHR phosphatase, pNPP absorbance. inhibition, % at 13.3 µM. 290,000 tested, 0.52% active; in the data active means inhibition above about 50%; further: some compounds called inactive have numbers as strong as hits
Target sequence (P51452 whole entry, looked up): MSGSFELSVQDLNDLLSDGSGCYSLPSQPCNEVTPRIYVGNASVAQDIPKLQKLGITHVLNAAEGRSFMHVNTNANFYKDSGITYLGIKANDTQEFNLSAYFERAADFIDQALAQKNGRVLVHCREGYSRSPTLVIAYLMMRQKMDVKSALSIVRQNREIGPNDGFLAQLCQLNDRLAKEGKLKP
BoNT-F LC inh – BoNT F light chain protease inhibition; AID 588497; Multiplex microsphere protease cleavage assay, flow cytometry; inhibition, % at 10 µM; 360,000 tested, 0.22% active; in the data active means inhibition above about 35%, passing the limit was not always enough; inconclusive means no clear call, values can overlap the other calls; further: plate controls were buffer without enzyme for full effect and enzyme alone for no effect
CCHFV vOTU inh – CCHFV vOTU protease inhibition. Pep-AMC fluorescence. inhibition, % at 11.5 µM. 370,000 tested, 0.55% active. AID 651958; further: 0% = vehicle wells with enzyme and 100% = no enzyme wells
Rv3671c protease – inhibitors of M. tuberculosis serine protease Rv3671c; P9WHR9; inhibition, % at 5.96 µM; 320,000 tested, 0.048% active; in the data active means inhibition above about 38%;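 further: extracellular domain of Rv3671c used as enzyme; 0% = enzyme with DMSO and 100% = no enzyme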
GDH-TPI counter – GDH-TPI coupled enzyme inhibition counter-screen. GDH-TPI coupled enzyme counterscreen, NADH absorbance. inhibition, % at 4.8 µM. 360,000 tested, 1.2% active;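 further: 0% = DMSO wells and 100% = wells lacking the enzyme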
FadD28 FP inh – M. tuberculosis FadD28 bisubstrate binding inhibition; AID 588549; inhibition, % at 12.5 µM; FadD28 bisubstrate probe binding, fluorescence polarization; 360,000 tested, 0.22% active; in the data active means inhibition above about 8.5%, passing the limit was not always enough; inconclusive means no clear call, values can overlap the other calls
BioA inh – inhibitors of Mycobacterium tuberculosis BioA enzyme | 360,000 tested, 0.096% active | inhibition, % at 9.99 µM | purified M. tuberculosis BioA enzyme, plate reader; in the data active means inhibition above about 40%; inconclusive means no clear call, values can overlap the other calls
* hit, by the source's call; ? = inconclusive; . = no result given; + = active, no number; & = joins results of further samples. Unless noted, no stated cut-off is given here; in the data, active means inhibition above about 30%; inactive means the rest.

SMILES	Mtb FBA inh	Mtb UGM inh	MazF activator	VHR inh abs	BoNT-F LC inh	CCHFV vOTU inh	Rv3671c protease	GDH-TPI counter	FadD28 FP inh	BioA inh
CC(C)(Oc1ccc(Cl)cc1)C(=O)Nc1ccc(S(=O)(=O)Nc2ncccn2)cc1	-1.5	-0.6	3.3	6.7	-2.1	15.0	5.8	0.8	-4.1	0.4
COc1cc2ccccc2cc1C(=O)OCC(=O)N1CCOCC1	52.2*	2.6	2.4	-5.0	-5.5	-72.9	0.8	-8.2	-1.9	-1.7
Cc1ccc(CNC(=S)Nc2ccc(C)c([N+](=O)[O-])c2)cc1	-3.2	1.8	13.3	31.5	-4.0	-4.4	-14.6	15.2	1.2	.
CC(OC(=O)c1ccc2ncsc2c1)C(=O)NC1CCCCC1C (centres undefined)	0.9	-0.6	-8.4	.	22.8	-10.2	-1.0	2.8	-0.2	-2.0
O=C(c1ccc(F)c(F)c1)N1CCCc2ccccc21	5.6	-2.9	-1.2	-6.1	-7.5	0.8	6.5	14.5	-2.2	-2.4
CC(C)(C)C1CCC(C(=O)NNC(=O)c2ccncc2)CC1 (centres undefined)	3.6	1.1	8.4	.	-4.3	1.2	-0.1	12.9	2.9	-1.5
O=C(Nc1ccc(OC(F)F)c(Cl)c1)c1cccc(OC(F)F)c1	0.0	-0.5	-10.2	14.5	-14.1	.	-68.2	1.2	-2.8	.
CC1(C)Cc2c(sc3nc(SCC(=O)NCc4ccco4)n(-c4ccccc4)c(=O)c23)CS1	22.3	1.9	-7.3	-6.0	1.8	0.4	-32.0	14.3	-2.2	.
NC(COCc1ccccc1)c1csc(Nc2nccc(C(F)(F)F)n2)n1 (centres undefined)	-1.8	.	.	.	-11.2	4.6	.	-6.2	1.1	-0.9
Cc1cccc(N2C(=O)C(O)=C(C(=O)c3cccs3)C2c2ccccc2)n1 (centres undefined)	0.3	3.4	-0.4	21.3	0.3	-10.1	-7.3	3.2	-1.3	.
O=C(CN(CCO)Cc1ccccc1)N1CCN(S(=O)(=O)c2ccccc2)CC1	-1.5	.	11.7	.	0.9	1.5	.	13.4	-3.3	-0.2
CC(C)CCNC(=O)c1cc(-c2ccco2)nc2ccccc12	111.2*	-0.9	8.7	15.6	14.6	-189.8	3.6	20.4	-1.4	1.1
CCc1nnc(NC(=O)C2CC(=O)N(C3CCCC3)C2)s1 (centres undefined)	-1.6	-0.8	6.7	33.9	-4.0	6.4	1.5	10.4	-0.6	-1.1
CC(C(=O)NC1=NCCS1)(C(F)(F)F)C(F)(F)F	1.8	-0.5	2.9	6.1	-4.1	3.3	-1.9	3.7	-0.1	-0.4
Cc1cn([C@H]2C[C@H](O)[C@@H](/C=C/C(=O)NCCC(c3ccccc3)c3ccccc3)O2)c(=O)[nH]c1=O	2.3	.	.	.	-2.2	0.2	.	.	-3.2	-0.9
Cc1cccc(C)c1NC(=O)c1sccc1SCC#N	-1.1	0.7	-4.3	5.4	4.3	0.2	1.9	-9.6	-4.5	1.5
O=C1C=C(c2ccc(-c3ccccc3)c(F)c2)C[C@@H](c2ccc(F)cc2)C1	0.6	-0.4	1.7	.	-7.4	-1.8	-6.5	3.6	-0.8	-1.5
COc1ccc(C)cc1-n1c(=O)c2ccccc2c2ccccc2c1=O	-6.5	.	-0.9	4.2	0.7	-6.6	.	-7.1	-6.6	.
CC(C)NC(=O)COC(=O)c1ccc(Cl)c(S(=O)(=O)N2CCCC2)c1	39.6*	-1.7	15.6	-3.8	-1.5	-3.6	2.1	7.3	-4.4	-2.8
CC(=O)c1cccc(NC(=O)N2CCC(c3nnc(SCC(N)=O)n3C)CC2)c1	-5.5	4.9	2.8	35.6	6.8	8.9	0.5	0.6	-4.1	7.3
N#Cc1nc(-c2ccccc2)oc1N1CCCCC1	+	1.0	2.4	4.3	-4.3	.	-1.6	23.1	1.1	-2.4
CC1(C)C(C(=O)N2CCN(c3ccc(Cl)cc3)CC2)C1(C)C	-5.0	-2.5	7.9	-9.5	-5.5	15.4	-0.5	-4.8	-3.2	1.3
OC(c1cccc(Cl)c1)c1ncc(-c2ccc(Oc3ccccc3)cc2)[nH]1 (centres undefined)	6.6	.	.	.	-6.4	6.6	.	-3.1	0.5	-1.9
Cc1ncc(CO)c(/C=N/Nc2cccc(Cl)n2)c1O	6.1	1.0	1.4	-16.2	2.5	10.3	-7.5	12.2	-5.1	1.1
Cc1ccc(OC(=O)N(C)C[C@@H]2OCc3cnnn3CCCC(=O)N([C@H](C)CO)C[C@H]2C)cc1	2.7	.	5.4	.	-1.5	4.3	.	2.8	0.1	-0.7&-0.4
Further results follow:
SMILES	Mtb FBA inh	Mtb UGM inh	MazF activator	VHR inh abs	BoNT-F LC inh	CCHFV vOTU inh	Rv3671c protease	GDH-TPI counter	FadD28 FP inh	BioA inh
Cc1c(C(=O)Nc2ccccn2)oc2ccccc12	-0.7	-1.5	-1.6	3.5	3.7	-5.6	-3.0	9.2	-1.1	0.3
COc1ccccc1CNS(=O)(=O)c1cc(C)ccc1OC	-3.1	-2.5	-4.4	-4.7	3.3	11.3	-1.7	-2.5	-5.3	-0.2
CCC(C)[C@H](NC(=O)NCCCN1CCOCC1)C(=O)OC (some centres undefined)	-0.7	0.4	-6.0	18.7	-2.1	-7.7	0.1	-6.1	-0.3	.
CCC(=O)Nc1cccc(NC(=S)NC(=O)c2cccs2)c1	0.8	-0.5	-1.1	-2.9	-3.8	-22.2	-3.9	0.4	-3.1	0.3
CCOC(=O)c1sc2ccccc2c1OC(=O)c1ccccc1	-3.6	0.4	2.7	11.3	-15.9	-0.7	0.0	4.3	-5.3	0.9
COc1cc(/C=C2/C(=N)N3N=C(C)SC3=NC2=O)ccc1OS(=O)(=O)c1ccc(C)cc1	1.2	2.0	7.4	3.5	-11.7	1.5	1.4	-3.7	-9.7	.
CCCC(=O)Nc1cccc(NC(=O)c2ccc3c(c2)OCCO3)c1	3.2	2.2	5.7	26.7	-9.5	0.2	2.4	-6.7	-3.5	5.7
CN(Cc1cccc2cnccc12)C(=O)c1cc(COc2ccc(F)cc2Cl)on1	1.0	-0.7	-8.6	-31.1	1.9	-1.2	-6.5	3.0	-2.4	-0.4
CC(C)(C)c1nc2c(C#N)c(-c3ccc(Cl)cc3)ccn2n1	8.6	-2.5	-0.1	24.0	-0.4	1.1	-11.8	6.1	-2.1	4.7
CCOC(=O)C1=CC[C@@H](c2cc(OC)c(OC)c(OC)c2)N(S(=O)(=O)c2ccc(C)cc2)[C@H]1C(=O)OCC	-1.8	3.0	5.7	.	0.9	9.3	1.8	-2.2	-2.8	0.1
CC1=C(C(=O)OCc2ccccc2)C(c2ccccc2Cl)NC(=O)N1C (centres undefined)	-4.1	0.9	-27.1	3.6	?	2.7	1.2	13.4	?	10.5
CCCCNC(=O)CNC(=O)c1nn(-c2ccc(OC)cc2)c(=O)c2ccccc12	0.8	-2.7	2.4	10.0	-18.3	0.1	-4.9	2.9	.	-0.5
CCN(CC)c1ccc(C=NCCc2ccc(S(N)(=O)=O)cc2)cc1	-1.2	-0.8	-0.8	-2.7	-9.3	15.5	5.2	23.7	-2.8	-1.4
COc1cc2c(cc1OC)CN(C(=O)c1sc(-c3cnccn3)nc1C)CC2	0.1	5.4	-6.4	31.3	5.9	-7.1	0.8	6.4	1.8	.
Cc1cc(C(=O)CN2C(=O)c3ccccc3S2(=O)=O)c(C)n1CC1CCCO1 (centres undefined)	3.5	2.7	6.1	30.1	-8.8	13.1	-22.4	15.0	-3.7	-1.2
CC(=O)Nc1ccc(S(=O)(=O)/N=C2\C(=O)c3ccccc3C([O-])=C2n2cc[n+](-c3ccccn3)c2)cc1	2.7	5.5	-12.1	9.1	-15.5	67.8*	-97.5	3.9	1.2	-2.5
CCOC(=O)c1c(NC(=O)CSC2=NN3CCCC(=O)N=C3S2)sc2c1CCCCC2	-0.6	-0.9	-0.9	0.2	-8.0	2.6	1.6	13.3	-1.1	-2.9
O=C(CN1C(=O)c2cccc([N+](=O)[O-])c2C1=O)NCc1ccccc1	3.5	-1.2	7.9	22.2	3.8	-11.4	-2.5	-1.3	-1.5	-1.4
O=C(CSCc1ccccc1Cl)N/N=C/c1ccco1	-1.1	-0.1	2.0	9.1	4.4	4.4	0.1	2.8	0.1	.
CCCN1C(=O)SC(CC(=O)Nc2ccccc2C)C1=O (centres undefined)	-1.2	0.8	-1.9	4.2	-4.0	0.5	1.6	5.6	-1.3	0.6
CC(c1n[nH]c(=S)n1-c1ccc(F)cc1)N1CCCCC1 (centres undefined)	-1.6	0.2	22.7	33.1	-14.3	-8.3	1.0	-3.8	-2.6	-0.4
OC(c1ccccc1)c1ncc(-c2ccc(Oc3ccccc3)cc2)[nH]1 (centres undefined)	2.5	.	.	.	-10.6	11.6	.	6.2	-0.7	-0.2
Cc1ccc(NC(=O)CN(C)C(=O)Cn2ccsc2=N)cc1	1.4	-0.8	13.2	29.7	-14.5	-3.6	-7.3	-1.9	-0.7	.
O=C(O)Cc1ccc(Oc2ncc(C(F)(F)F)cc2Cl)cc1	0.7	-0.1	-5.5	5.8	4.8	-1.5	6.0	-9.3	-1.3	-0.7
NS(=O)(=O)c1ccc(NC(NC(=O)c2cccnc2)C(Cl)(Cl)Cl)cc1 (centres undefined)	0.1	-1.9	8.6	27.9	?	-8.7	-5.1	3.1	-1.1	1.7
(listing goes on)
SMILES	Mtb FBA inh	Mtb UGM inh	MazF activator	VHR inh abs	BoNT-F LC inh	CCHFV vOTU inh	Rv3671c protease	GDH-TPI counter	FadD28 FP inh	BioA inh
O=C(CC1CCCCC1)NCc1ccco1	0.4	0.6	4.6	29.3	0.5	-17.8	0.8	-6.7	0.3	.
COC(=O)C1=C(C)NC(=O)NC1c1ccc2c(c1)OCO2 (centres undefined)	7.5	1.1	3.5	25.0	.	8.6	2.3	16.8	-1.9	5.9
COc1ccc(-n2cc(CNC(C)c3ccncn3)c(-c3cccc(F)c3)n2)cc1 (centres undefined)	5.3	-1.6	-0.1	39.3	-5.2	2.5	-7.2	-2.5	-1.4	.
Cc1nc(C)n(CCNS(=O)(=O)c2ccc(C)c(C)c2)n1	-3.0	-0.1	3.1	12.5	-5.2	14.5	-4.0	-1.5	-3.7	-1.5
Cc1cc(C)c2cc(CN(CCO)Cc3nnnn3Cc3ccccc3)c(=O)[nH]c2c1	8.0	-1.1	2.7	22.5	2.8	1.8	6.5	-4.7	-4.8	-1.3
CCNS(=O)(=O)c1ccc(CCC(=O)N2CCN(c3cc(Cl)ccc3C)CC2)cc1	1.1	-3.4	-2.6	1.0	9.0	5.2	2.6	-17.1	1.5	0.4
Cc1nn(C2CCS(=O)(=O)C2)c(C)c1C=O (centres undefined)	-0.9	1.2	-7.6	7.8	-3.0	-8.1	12.3	1.9	0.1	-0.6
COC(=O)c1ccc(NC(=O)c2c(Br)cnn2C)cc1	2.0	-0.4	-5.0	13.8	2.2	-2.7	0.8	2.0	-1.6	7.3
Cc1nn(CCOc2ccc(Br)cc2)c(C)c1[N+](=O)[O-]	-3.3	-0.6	9.5	18.5	-1.2	-14.0	-4.5	0.6	0.1	0.4
COCCN(C(=O)CCC(=O)Nc1ccccn1)C(C(=O)NCCC(C)C)c1ccc(OC)cc1 (centres undefined)	0.6	0.2	-9.8	25.2	13.1	10.6	-8.3	0.8	-1.1	-1.9
O=C(Nc1ccc(OCC(=O)N2CCOCC2)cc1)c1cc(F)c(F)cc1Cl	-2.0	-2.2	8.1	25.5	-0.5	-16.9	5.9	6.2	0.9	-1.0
O=C(c1ccc(N2C(=O)C3C4CC(C(Br)C4Br)C3C2=O)cc1)N1CCCCC1 (centres undefined)	2.3	.	7.1	37.2	1.0	-7.2	.	-10.3	-0.1	-0.6
